Screening results deposited in PubChem by Southern Research Specialized Biocontainment Screening Center.
PhoP GFP inhibition: Inhibition of PhoP regulon, Salmonella typhi GFP reporter cells, confirmation, 4 h (AID 1850); inhibition, % at 50 µM, or IC50 in µM where a hit was titrated; Salmonella Typhi PhoP-promoter GFP reporter, fluorescence, 4 h; higher % means a stronger effect; 310,000 compounds, 0.33% hits; in the data active = a potency from the dose series;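 also: 0% = induced wells with vehicle and 100% = uninduced wells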
inhibitors of VEEV: inhibitors of VEEV TC-83 cytopathic effect, confirmation, Vero cells (AID 588727). Vero cells, VEEV TC-83 cytopathic effect inhibition; higher % means a stronger effect. inhibition, % at 20 µM; hits with a dose series show IC50 in µM. 350,000 compounds, 0.13% hits; in the data active = a potency from the dose series; also: strong numbers were not always called active
influenza NS1A: NS1A inhibition, H1N1 influenza, cell based functional assay (AID 504329) | NS1A functional cell-based assay, percent inhibition; higher % means a stronger effect | inhibition, % at 12.5 µM, or IC50 in µM where a hit was titrated | 340,000 compounds, 0.3% hits; in the data active = a potency from the dose series; also: strong numbers were not always called active
M. tuberculosis: growth inhibition of non-replicating M. tuberculosis (AID 488890). Mycobacterium tuberculosis non-replicating, growth inhibition; higher % means a stronger effect. one-dose inhibition, % at 25 µM; IC50 in µM for titrated hits. 320,000 compounds, 0.39% hits; in the data active = a potency from the dose series;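 also: plate controls were DMSO cells for no effect and high antibiotic wells for full effect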
M. tuberculosis HTS: M. tuberculosis growth inhibition, HTS (AID 449762); one-dose inhibition, % at 25 µM; IC50 in µM for titrated hits; M. tuberculosis H37Rv growth inhibition, 7H9 media; higher % means a stronger effect; 330,000 compounds, 0.59% hits; in the data active = a potency from the dose series;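 also: bacterial growth assessed after seven days of incubation; strong numbers were not always called active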
inhibitors of VEEV 10K pilot screen: also measured in inhibitors of VEEV; calls as there; inhibition, %; measured here: 10K pilot screen inhibition
Active calls of the source: *; i = inactive; nt = no result given; & = joins results of further samples.

SMILES	PhoP GFP inhibition	inhibitors of VEEV	influenza NS1A	M. tuberculosis	M. tuberculosis HTS	others
COc1cccc(C(c2sc3ncnn3c2O)N2CCN(C(=O)c3ccco3)CC2)c1 (stereo not given)	-5%	1.8%	23%	-6%	1%
CCOC(=O)[C@H]1[C@H]2COc3ccccc3[C@@H]2N2C(=O)CN(Cc3ccccc3)C(=O)[C@@]12C	nt	8.2%	12%	35%	3%
CC(=O)c1cccc(S(=O)(=O)NC2CCSc3ccccc32)c1 (stereo not given)	-2%	i	8%	17%	3%
CC(=O)c1ccc(OCc2cc(C(=O)N3CCOCC3)no2)cc1	-1%	2.8%	10%	-15%	-2%
COC(=O)/C(=C/c1ccc(OC)cc1)NC(=O)c1ccco1	6%	0.7%	-3%	-17%	0%
CCC(=NCCN1CCCCC1)c1c(O)n(C)c(=O)n(C)c1=O	10%	0.2%	-20%	8%	0%
Cc1ccc(-c2csc3nc(C)n(N)c(=O)c23)o1	-5%	i	5%	8%	5%
COc1ccc(NS(=O)(=O)c2cc(-c3cnc(C4CC4)o3)ccc2C)cc1	-2%	2.9%	-2%	15%	3%
O=C(COC(=O)/C=C/c1ccc(S(=O)(=O)N2CCOCC2)cc1)Nc1ccccc1F	nt	8.4%	-5%	5%	8%
CC(C)c1ccc(NC(=O)Cc2cn(C)c3ccccc23)cc1	1%	1.8%	-4%	12%	-2%
CC(=O)Nc1ccccc1Oc1ccccc1	0%	1.2%	-3%	-9%	-9%
O=C(CN1CCOCC1)Nc1nc2ccc(F)cc2s1	1%	i	8%	-11%	-3%
COc1ccc(-c2noc(CN3CCC(Cc4ccccc4)CC3)n2)cc1	-3%	i	6%	16%	6%
O=C(CN1CCOCC1)N1N=C(c2cccs2)CC1c1cccs1 (stereo not given)	-3%	1.2%	6%	-5%	-9%
CCc1nnc(NC(=O)CSc2nc(N)c(NC(=O)c3ccc(OC)cc3)c(=O)[nH]2)s1	-2%	2.0%	-11%	-17%	-32%
CCn1nnc(NC(=O)c2ccc(Br)o2)n1	3%	i	-1%	-6%	1%
Cn1c(CCNC(=O)c2ccco2)nc2cc(NC(=O)c3ccccc3)ccc21	11%	4.3%	1%	1%	3%
O=C(COC(=O)c1nc(Cl)ccc1Cl)NC(=O)c1ccccc1	4%	i	-4%	-1%	-12%
COc1cc(C(=S)N2CCOCC2)cc(OC)c1OC(=O)Cc1ccc(F)cc1	1%	0.9%	-5%	-4%	4%
CCCc1c(O)nc(SCCN(CC)CC)[nH]c1=O	8%	1.2%	-10%	3%	-4%
COc1ccc(-c2nc(N)n[nH]2)cc1	5%	0.2%	2%	-10%	4%
Cc1ccc(COc2ccsc2C(=O)NN)cc1	-4%	0.2%	-4%	16%	18%
COc1cc(OC)c(OC)cc1/C=N/NC(=O)C[n+]1ccccc1	-4%	2.2%	-12%	-3%	1%
Cc1nc2ccc(NC(=O)C3CCCCC3)cc2s1	nt	1.4%	10%	3%	45%
COc1ccc(-c2csc(NC(=O)c3c(OC)cccc3OC)n2)cc1	-10%	2.9%	-6%	33%	6%

14 structures from above, sorted by heavy-atom count, ascending.
SMILES	PhoP GFP inhibition	inhibitors of VEEV	influenza NS1A	M. tuberculosis	M. tuberculosis HTS	others
COc1ccc(-c2nc(N)n[nH]2)cc1	5%	0.2%	2%	-10%	4%
CCn1nnc(NC(=O)c2ccc(Br)o2)n1	3%	i	-1%	-6%	1%
CC(=O)Nc1ccccc1Oc1ccccc1	0%	1.2%	-3%	-9%	-9%
Cc1ccc(-c2csc3nc(C)n(N)c(=O)c23)o1	-5%	i	5%	8%	5%
Cc1nc2ccc(NC(=O)C3CCCCC3)cc2s1	nt	1.4%	10%	3%	45%
O=C(CN1CCOCC1)Nc1nc2ccc(F)cc2s1	1%	i	8%	-11%	-3%
COC(=O)/C(=C/c1ccc(OC)cc1)NC(=O)c1ccco1	6%	0.7%	-3%	-17%	0%
CC(C)c1ccc(NC(=O)Cc2cn(C)c3ccccc23)cc1	1%	1.8%	-4%	12%	-2%
CC(=O)c1ccc(OCc2cc(C(=O)N3CCOCC3)no2)cc1	-1%	2.8%	10%	-15%	-2%
COc1ccc(-c2csc(NC(=O)c3c(OC)cccc3OC)n2)cc1	-10%	2.9%	-6%	33%	6%
COc1ccc(NS(=O)(=O)c2cc(-c3cnc(C4CC4)o3)ccc2C)cc1	-2%	2.9%	-2%	15%	3%
Cn1c(CCNC(=O)c2ccco2)nc2cc(NC(=O)c3ccccc3)ccc21	11%	4.3%	1%	1%	3%
CCc1nnc(NC(=O)CSc2nc(N)c(NC(=O)c3ccc(OC)cc3)c(=O)[nH]2)s1	-2%	2.0%	-11%	-17%	-32%
CCOC(=O)[C@H]1[C@H]2COc3ccccc3[C@@H]2N2C(=O)CN(Cc3ccccc3)C(=O)[C@@]12C	nt	8.2%	12%	35%	3%

Sorted by molar mass (high to low): some entries from above
SMILES	PhoP GFP inhibition	inhibitors of VEEV	influenza NS1A	M. tuberculosis	M. tuberculosis HTS	others
CCC(=NCCN1CCCCC1)c1c(O)n(C)c(=O)n(C)c1=O	10%	0.2%	-20%	8%	0%
Cc1ccc(COc2ccsc2C(=O)NN)cc1	-4%	0.2%	-4%	16%	18%
COc1ccc(-c2nc(N)n[nH]2)cc1	5%	0.2%	2%	-10%	4%

Going on with the list.
SMILES	PhoP GFP inhibition	inhibitors of VEEV	influenza NS1A	M. tuberculosis	M. tuberculosis HTS	others
Cc1cc(C(=O)c2ccccc2)cc(C)c1O	nt	4.0%	-19%	nt	nt
Cc1ccsc1C(C(=O)NC1CCCCC1)N(C(=O)Cc1cccs1)C1CC1 (stereo not given)	5%	i	3%	3%	4%
O=C1Nc2ccc(S(=O)(=O)NCC3CCCO3)c3cccc1c23 (stereo not given)	-4%	2.5%	8%	2%	-2%
CCOc1cc(C2C(C(=O)N3CCCCC3)=C(C)NC3=C2C(=O)CCC3)cc(Br)c1O (stereo not given)	9%	2.4%	-3%	9%	2%
COc1ccc(C2CC(c3ccc(C)cc3)Nc3nc(N)nn32)cc1 (stereo not given)	-11%	i	-19%	24%	1%
O=C(N/N=C/c1ccc2ccccc2c1)c1ccc(COc2ccc3c(c2)CCC3)o1	8%	1.1%	-2%	-4%	-3%
COc1ccc(CNC(=O)c2c(-c3cc(Cl)c(OC)c(Cl)c3)noc2C)cc1	-21%	5.1%	-5%	29%	-3%
Cc1ccc(OCC(=O)NS(=O)(=O)c2ccc(Cl)cc2)cc1	-8%	6.6%	-1%	-6%	-4%
Oc1c(N=Nc2ccccc2)sc2ccccc12	4%	1.3%	-7%	16%	5%
O=C(NCc1ccccc1)c1ccc(CN2CCOCC2)cc1	0%	i	11%	8%	-3%
CCCN1CCC(=O)NC1=S	nt	0.5%	-7%	nt	nt
CCc1ccc(NC(=O)c2cc(C(C)C)on2)cc1	2%	2.4%	4%	77%	67%	inhibitors of VEEV 10K pilot screen=1.5
COc1ccc(NC(=O)Cn2c(=O)n(-c3ccc(CC(=O)NCc4ccco4)cc3)c(=O)c3ccccc32)cc1	4%	i	-15%	0%	6%
O=C(N/N=C\c1ccc2c(c1)OCO2)c1ccco1	-6%	0.4%	0%	9%	-3%
CNC(=O)c1c(NC(=O)CS(=O)(=O)c2ccc(F)cc2)sc(C)c1C	9%	1.2%	-2%	-10%	9%
CCn1cc2nc(SCC(=O)Nc3ccc(OC)cc3OC)n(Cc3ccc(OC)cc3)c(=O)c2n1	10%	4.2%	11%	17%	3%
COc1ccc(OC)c(NC(=O)CN(c2ccc(OC)c(Cl)c2)S(C)(=O)=O)c1	6%	i	-6%	4%	-1%
Cc1cc2cc3c(cc2nc1SCC(=O)N1c2ccccc2CC1C)OCO3 (stereo not given)	-3%	5.8%	-9%	15%	6%
O=C(c1cn(-c2ccccc2)nc1-c1cc2ccccc2oc1=O)N1CCOCC1	3%	8.6%	0%	63%	-1%
COCc1cc(C)nc(OC)c1C(N)=O	9%	i	-6%	-21%	-3%
COC(=O)c1ccc(OCC(O)CNCC(c2ccc(OC)cc2)N(C)C)c(OC)c1 (stereo not given)	10%	1.1%	-1%	2%	-5%
COc1cc([N+](=O)[O-])ccc1NC(=O)COC(=O)C=C(C)C	3%	3.5%	2%	1%	4%
CCN(C(=O)CN1CCN(c2ccc(O)cc2)CC1)c1c(N)n(Cc2ccccc2)c(=O)[nH]c1=O	-7%	0.4%	6%	49%	0%
CSCCC(NS(=O)(=O)c1ccc2c(c1)OCCO2)C(=O)NCCc1ccccn1 (stereo not given)	-6%	i	5%	5%	-8%	inhibitors of VEEV 10K pilot screen=0.7
N#C/C(=C(/O)CCl)c1nnc2n1CCCCC2	-22%	1.4%	-1%	46%	-1%
SMILES	PhoP GFP inhibition	inhibitors of VEEV	influenza NS1A	M. tuberculosis	M. tuberculosis HTS	others
O=C(/C=N/O)NCCCn1ccnc1	4%	0.0%	-1%	-6%	-12%	inhibitors of VEEV 10K pilot screen=0.6
CCCCn1c2c(c(=N)c3ccccc31)CCC2	5%	0.2%	-6%	34%	-5%
O=C(CNC(=O)c1ccco1)NNC(=O)c1n[nH]c(=O)c2ccccc12	nt	1.1%	-5%	-2%	-12%
Cc1cc(C)cc(NC(=O)CCC(=O)N2CCSc3ccccc32)c1	-3%	7.3%	-4%	22%	-4%
CCN(CC)CCn1c2c(c(SCC(=O)Nc3ccc(C(C)C)cc3)nc1=O)CCC2	3%	2.9%	-9%	-1%	-9%
Cc1ccc(S(=O)(=O)N2CCC(=O)N(C(COCc3ccccc3)C(C)C)CC2)cc1 (stereo not given)	-14%	i	7%	16%	4%
CCN(CC(=O)NCc1cccs1)C(=O)Cc1ccc(C)c(C)c1	nt	3.2%	-8%	2%	6%
CC(=O)C1C(c2ccccc2OC(F)F)NC(=O)NC1(O)C(F)(F)F (stereo not given)	-1%	1.4%	11%	2%	-4%
CCCCCCCC(=O)NNC(=O)Cc1ccccc1	-1%	i	-9%	-7%	-12%
O=C(CC12CC3CC(CC(C3)C1)C2)NC(=S)N1CCCCC1	-7%	0.6%	-6%	58%	-1%
O=C(Nc1ccc(N2CCOCC2)cc1)C1CCCN(S(=O)(=O)c2cccc(C(F)(F)F)c2)C1 (stereo not given)	-4%&0%	1.3%	7%	-7%	4%
COc1cccc(/C=N/Nc2ncnc(N)c2[N+](=O)[O-])c1OC	-5%	i	6%	3%	9%
N#Cc1c(C(F)(F)F)cc(-c2ccc(Cl)cc2)nc1SCC(=O)O	3%	1.1%	-1%	12%	-5%
O=S(=O)(Nc1ccccn1)c1ccc(-n2cccn2)cc1	-13%	i	4%	-20%	1%
CN(CC(=O)Nc1ccc(Cl)c(C(F)(F)F)c1)C(=O)C1CC(=O)N(CCc2ccccc2)C1 (stereo not given)	nt	4.7%	-12%	nt	nt
O=S(=O)(Nc1cccnc1)c1ccc(F)cc1	-2%	0.5%	-23%	-6%	-1%
CCSc1nc2c(c(=O)[nH]1)C(c1cccs1)C(C(=O)OC)=C(C)N2 (stereo not given)	-2%	2.9%	-4%	nt	-5%
COc1ccc(C2C(C(=O)c3ccco3)=C(O)C(=O)N2CC2CCCO2)cc1OC (stereo not given)	-15%	1.4%	-8%	-8%	17%
Fc1ccc(CCNCc2ccc(Br)cc2)cc1	-4%	i	1%	2%	-2%
O=C(COc1ccc2c(-c3ccccc3)cc(=O)oc2c1)N[C@H](Cc1c[nH]c2ccccc12)C(=O)O	-6%	i	-7%	-9%	-16%
CCn1c(COc2cccc(OC)c2)nnc1SCC(=O)Nc1ccccc1C(=O)OC	0%	0.3%	1%	31%	4%
COc1nc(Nc2ccc(C(C)C)cc2)nc(OC)n1	-9%	0.6%	4%	24%	2%
O=C(OCc1cc([N+](=O)[O-])cc2c1OCOC2)c1ccccn1	-18%	1.0%	4%	65%	0%
CC1CCCN(C(=O)C2CCN(S(=O)(=O)c3ccc4c(c3)CC(C)N4C(=O)C3CC3)CC2)C1 (stereo not given)	2%	4.5%	2%	8%	-2%
CCOC(=O)C(=O)NC1CC=CCC1c1ccc2c(c1)OCO2 (stereo not given)	nt	0.2%	-19%	nt	nt
Cc1cccc(-n2ncc3c(NCc4ccccn4)ncnc32)c1	-10%	3.8%	-3%	16%	-2%
C/C=C1\C(OC2OC(CO)C(O)C(O)C2O)OC=C(C(=O)OC)C1CC(=O)OCC1C(C)C(OC(=O)CC2C(C(=O)OC)=COC(OC3OC(CO)C(O)C(O)C3O)/C2=C\C)CC1C(CO)CO (stereo not given)	-8%	2.2%	-8%	5%	0%
